Bioassay records deposited in PubChem by Broad Institute.
LGR2 antag = inhibitors of bursicon-induced Drosophila LGR2 receptor cAMP signaling | HEK293 LGR2, CRE-luciferase, bursicon-stimulated, 4 h | inhibition, % at 9.99 µM | 380,000 compounds, 0.35% hits | AID 720647;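 active = drop in luminescence signal, shown as inhibition above about 50% in the replicate tests, limit read from the data, passing the limit was not always enough; inconclusive = probably only some replicates passing the limit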;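 also: agonist challenge used bursicon conditioned medium at about half maximal strength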
S100A4 MyoIIA = inhibitors of human S100A4 binding to myosin IIA peptide | P26447 | S100A4/TAMRA-MyoIIA peptide fluorescence polarization | inhibition, % at 10.7 µM | 360,000 compounds, 0.14% hits | AID 652163;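 active = mean inhibition of at least 70% across replicates, with every replicate also reaching that level; inconclusive = mean inhibition reaches 70% but some replicates fall short; inactive = mean inhibition below 70%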
Target sequence (P26447 whole entry, looked up): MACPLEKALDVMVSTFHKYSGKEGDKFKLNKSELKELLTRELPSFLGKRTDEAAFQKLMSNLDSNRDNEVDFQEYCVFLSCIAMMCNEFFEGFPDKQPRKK
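Assay system: human S100A4 monomer with TAMRA-labelled myosin IIA peptide / Buffer or medium: Calcium-containing HEPES buffer, pH 7.2 / Reagent: TAMRA-labelled myosin IIA heavy-chain peptide probe, 5 nM / Compound: one dose per compound / Timing: polarization read 5 min after assay mix addition, stable 5–60 min / Benchmarks: neutral control DMSO, positive control TFP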
SIRT5 inh = sirtuin-5 (human) deacylase inhibition; Q9NXA8; inhibition, % at 15 µM; Purified SirT5, succinyl-peptide AMC, trypsin-coupled fluorescence; AID 652115; 330,000 compounds, 1.1% hits; in the data active = inhibition above about 15%; inconclusive = no clear call, values can overlap the other calls
Cneo AK release = causes C. neoformans cell lysis; adenylate kinase release luminescence, 4 h; normalised: neutral wells 0, clomiphene wells 100; lysis activity, % at 15 µM; 360,000 compounds, 0.2% hits;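 active = mean lysis activity across replicates of at least 80%, whatever share of replicates individually reach that level; inactive = mean lysis activity below 80%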
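Material – log-phase Cryptococcus neoformans yeast cells · Input – 5 × 10^6 yeast cells/mL · Medium – fresh YPD growth medium · Doses – single compound concentration per well · Timing – static 4 h at 37 °C with compound, 1 h detection · Detection – adenylate kinase release luminescence · Read-out – signal increase indicating cell lysis · Control set – Clomiphene as positive lysis control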
Statin myotox sup = suppression of simvastatin myotoxicity; C2C12 myotubes + simvastatin, ATP luminescence, 48 h; scaled: DMSO 0, geranylgeraniol control 100; rescue of ATP level, % at 7.49 µM; 330,000 compounds, 0.78% hits;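 active = mean ATP rescue above about 67%, or every replicate alone reaching that limit, limit read from the data, passing the limit was not always enough; inconclusive = no clear call, values can overlap the other calls; inactive = mean under the limit and some replicate under it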;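 also: myotubes were challenged with 10 µM simvastatin during compound exposure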
PGC1a acetyl inh = modulators of PGC1a acetylation. 350,000 compounds, 0.17% hits. U2OS PGC1a acetylation, AlphaScreen anti-acetyl-lysine; with virally co-expressed GCN5 acetyltransferase. inhibition, % at 15.6 µM;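 active = every replicate shows inhibition of at least 40%; inconclusive = mean inhibition at least 40% but some replicate below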;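 also: 0% = neutral control wells and 100% = positive control wells; some results beyond the cut were filed as inactive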
Xi reactivation = activators of X-chromosome reactivation in mouse fibroblasts; XiGFP mouse fibroblasts, % GFP-positive cells imaging, 3 d; cells co-treated with 5-aza-dC sensitizer; scaled so ellipticine positive control = 100%; activation, % at 7.58 µM; 360,000 compounds, 0.055% hits; AID 743238;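 active = mean normalized replicate activation at least 10% and every replicate at or above 10%; inconclusive = only one of the two criteria met; inactive = mean below 10% and not all replicates reach 10%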;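 also: 0% = median of on-plate neutral control wells and 100% = ellipticine 6 µM median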
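Material: XiGFP fibroblasts, SV40-immortalized. Buffer or medium: DMEM plus 5-aza-dC sensitizer. Compound: single concentration per compound, delivered by pin transfer. Times: 3 days compound exposure. Controls: ellipticine 6 µM.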
ERAP1 inh = inhibitors of human ERAP1 aminopeptidase | Q9NZ08 | recombinant ERAP1, Leu-AMC fluorescence, 60 min | inhibition, % at 10.7 µM | 340,000 compounds, 0.15% hits | AID 652197;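 active = mean replicate inhibition of at least 30%, or all replicates individually reaching that 30% level; inactive = mean below 30% and not every replicate reaching it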;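 also: 0% = neutral control wells and 100% = L-leucinethiol positive control wells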
Target sequence (Q9NZ08 whole entry, looked up): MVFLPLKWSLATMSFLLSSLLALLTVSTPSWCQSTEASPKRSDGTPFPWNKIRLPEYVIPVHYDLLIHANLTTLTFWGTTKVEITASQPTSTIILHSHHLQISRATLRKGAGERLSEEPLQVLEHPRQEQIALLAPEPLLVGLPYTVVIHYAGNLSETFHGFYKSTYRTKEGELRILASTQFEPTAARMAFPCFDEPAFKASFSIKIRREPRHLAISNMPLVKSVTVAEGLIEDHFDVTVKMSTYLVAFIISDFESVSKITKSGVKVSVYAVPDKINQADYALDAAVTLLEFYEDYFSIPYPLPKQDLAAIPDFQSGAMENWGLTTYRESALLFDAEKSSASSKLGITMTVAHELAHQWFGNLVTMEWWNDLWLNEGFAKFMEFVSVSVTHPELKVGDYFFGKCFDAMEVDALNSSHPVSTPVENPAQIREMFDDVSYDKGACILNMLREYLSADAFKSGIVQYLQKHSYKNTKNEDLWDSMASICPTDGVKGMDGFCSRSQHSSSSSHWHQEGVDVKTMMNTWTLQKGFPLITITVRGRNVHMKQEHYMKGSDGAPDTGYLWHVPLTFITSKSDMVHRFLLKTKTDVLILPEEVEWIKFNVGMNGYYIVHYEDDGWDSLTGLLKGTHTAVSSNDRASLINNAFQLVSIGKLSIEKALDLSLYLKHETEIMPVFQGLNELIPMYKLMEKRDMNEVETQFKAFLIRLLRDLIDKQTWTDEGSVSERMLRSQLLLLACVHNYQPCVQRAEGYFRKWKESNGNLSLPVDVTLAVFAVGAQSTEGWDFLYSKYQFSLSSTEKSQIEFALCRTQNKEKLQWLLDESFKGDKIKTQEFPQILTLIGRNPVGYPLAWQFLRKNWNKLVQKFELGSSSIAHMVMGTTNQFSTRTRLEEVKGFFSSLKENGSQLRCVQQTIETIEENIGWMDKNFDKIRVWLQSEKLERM
* marks the source's active call; other numbers are inactive results; ? = inconclusive; · = not tested or not shown.

SMILES	LGR2 antag	S100A4 MyoIIA	SIRT5 inh	Cneo AK release	Statin myotox sup	PGC1a acetyl inh	Xi reactivation	ERAP1 inh
COc1ccc(CNC(=O)c2ccc(-n3ccnc3)c3ccoc23)cc1OC	-12	-6	5	3	-1	-6	0.2	-9
COc1ccc(NC(=S)N(CCCN2CCOCC2)C(C)c2cc3ccccc3o2)cc1 (centres undefined)	16	-4	-1	1	8	0	0.0	-3
CC(=O)N1CCOCCOCCOCC1	9	-4	-6	·	·	·	0.0	·
O=C(CSc1nc(=O)n(CCN2CCOCC2)c2c1CCC2)Nc1ccc(OC(F)(F)F)cc1	2	4	0	·	-3	·	-0.1	-1
O=C(NCC[C@@H]1CC[C@@H](NS(=O)(=O)c2ccc(Cl)cc2)[C@@H](CO)O1)Nc1ccc(F)cc1	-6	-5	7	·	·	·	0.5	0
COc1ccc(S(=O)(=O)N(C)C[C@@H]2Oc3ccc(NC(=O)c4ccncc4)cc3CC(=O)N([C@H](C)CO)C[C@@H]2C)cc1	-11	0	-1	-1	-13	0	-0.4	0
Cc1ccc(N2CCN(C(C(=O)Nc3c(C)cccc3C)c3ccccc3OC(F)(F)F)CC2)cc1 (centres undefined)	-1	-3	4	·	·	·	0.0	·
CC(C)(C)C(=O)Nc1nnc(SCC(=O)NCc2ccco2)s1	4	-9	-4	·	·	·	0.0	1
COc1ccc(NC(=O)/C(=C\c2ccco2)NC(=O)c2ccco2)cc1	-8	-1	2	-2	-14	·	0.0	2
CCCc1cc(C(=O)Nc2ccc(CC)cc2)no1	-47	0	0	-8	4	3	0.5	-1
NS(=O)(=O)c1ccc(NC(=O)COC(=O)C2CC2)cc1	-14	0	·	-1	7	11	0.1	-1
CN(C(=O)CS(=O)(=O)c1cccc(Cl)c1)c1ccccc1	9	6	-2	·	·	·	0.0	0
CS(=O)(=O)Nc1ccc(C2=NN(S(=O)(=O)c3ccccc3)C(c3cccs3)C2)cc1 (centres undefined)	-1	·	·	-2	·	-3	0.1	·
O=C(Nc1ccc2ncccc2c1)c1cccc(Br)c1	-106	-5	-5	-4	-7	9	0.1	1
CCCc1ccc2oc(C(=O)NCCN3CCCC(C(N)=O)C3)c(C)c2c1 (centres undefined)	-10	-4	0	1	-9	-26	0.0	-2
COc1ccc(CN2C(=O)c3ccccc3C2c2nnnn2Cc2ccccc2)cc1OC (centres undefined)	8	0	-3	·	·	·	0.0	·
Cc1ccc(CCCOC(=O)CN2CCCCC2)cc1	·	6	-2	·	·	·	0.0	2
Cc1nn(Cc2ccc(F)cc2)c(C)c1NC(=O)c1cc(-c2ccc3c(c2)OCO3)on1	-1	·	·	17	30	1	·	·
OC1(CNCc2ccccc2)C2CC3CC(C2)CC1C3 (centres undefined)	-4	-11	-2	·	·	·	1.9	-1
CCC(C)N1CCN(S(=O)(=O)c2ccc3ccccc3c2)CC1 (centres undefined)	-4	1	-4	1	-1	-2	0.2	4
COC(=O)c1c(-c2c(Cl)cccc2Cl)noc1NC(=O)NN1CCOCC1	-5	-4	-6	·	·	-4	-0.1	5
CC(C)C[C@H](NC(=O)c1[nH]cnc1C(=O)N[C@H](C)c1ccccc1)C(=O)OCc1ccccc1	12	·	·	4	-7	·	0.0	·
O=C1C=C(C2CCCCC2)C(=O)c2ccccc21	?	4	·	-5	-38	9	0.3	-1
COCCOC(=O)N1C(=O)[C@@]2(c3cc(C#Cc4ccc(OC)cc4)ccc31)[C@H](c1ccccc1OCCO)N1[C@H](c3ccccc3)[C@H](c3ccccc3)OC(=O)[C@H]1[C@@H]2C(=O)N1CCN(c2ncccn2)CC1	·	17	-1	56	·	·	·	2
O=S(=O)(c1ccc(NC(=S)NCc2ccco2)cc1)N1CCCCC1	3	-2	3	·	-4	-5	0.0	-2

3 entries from above, ordered by SMILES length, low to high.
SMILES	LGR2 antag	S100A4 MyoIIA	SIRT5 inh	Cneo AK release	Statin myotox sup	PGC1a acetyl inh	Xi reactivation	ERAP1 inh
O=C(Nc1ccc2ncccc2c1)c1cccc(Br)c1	-106	-5	-5	-4	-7	9	0.1	1
NS(=O)(=O)c1ccc(NC(=O)COC(=O)C2CC2)cc1	-14	0	·	-1	7	11	0.1	-1
Cc1ccc(N2CCN(C(C(=O)Nc3c(C)cccc3C)c3ccccc3OC(F)(F)F)CC2)cc1 (centres undefined)	-1	-3	4	·	·	·	0.0	·

More results:
SMILES	LGR2 antag	S100A4 MyoIIA	SIRT5 inh	Cneo AK release	Statin myotox sup	PGC1a acetyl inh	Xi reactivation	ERAP1 inh
COc1cccc(C(=O)Nc2cc(S(=O)(=O)N3CCOCC3)ccc2N2CCOCC2)c1	-3	-3	0	3	-1	-10	0.1	-1
COc1ccc(CCNC(=O)CNC(=O)N2CC(=O)Nc3ccccc32)cc1	18	8	-2	9	8	7	0.0	-2
NS(=O)(=O)c1ccc(CCNC(=O)CN2C(=O)c3ccccc3S2(=O)=O)cc1	7	4	-1	0	6	10	0.0	-2
O=C(C[n+]1cc(-c2ccccc2)n2c1CCCCC2)c1ccc(Cl)cc1	13	-2	-2	0	-185	-6	0.3	0
CCOC(=O)c1c(C)[nH]c(C)c1C(=O)COC(=O)CCc1ccccc1	5	-2	2	0	6	-2	0.4	3
COc1ccc(S(=O)(=O)N(C)C[C@@H]2Oc3ccc(NS(=O)(=O)c4cccs4)cc3CC(=O)N([C@@H](C)CO)C[C@H]2C)cc1	-24	4	-1	2	-46	-2	0.3	1
Cc1ccc(O)c(Cc2cc(C)cc(Cc3cc(C)ccc3O)c2O)c1	-4	-2	·	1	3	·	-0.1	2
O=C(C[C@@H]1C=C[C@@H](NS(=O)(=O)c2ccccc2)[C@H](CO)O1)N1CCc2ccccc2C1	3	13	1	3	4	18	-0.6	10
COc1cccc(C(=O)Nc2ccc3c(c2)C(=O)N(C)[C@H]2CC[C@@H](CC(=O)NCc4ccc(F)cc4)O[C@H]2CO3)c1	11	·	·	2	-43	-13	0.0	·
CCC(C(=O)Nc1cc(OC)c(NC(=O)c2ccccc2)cc1OC)c1ccccc1 (centres undefined)	-5	0	9	0	-1	11	?	-3
COc1ccc(NC(=O)N[C@H]2C=C[C@@H](CC(=O)NC3CCCCC3)O[C@H]2CO)cc1	12	-2	1	52	3	-6	-0.2	1
CO[C@@H]1CN(C)C(=O)c2cc(NC(C)=O)ccc2OC[C@@H](C)N(Cc2ccncc2)C[C@@H]1C	2	-6	-7	0	2	4	0.0	0
O=C(CCNS(=O)(=O)c1ccc(Cl)cc1)NCCc1ccccc1	-16	-1	-1	-2	-5	·	-0.1	-6
COc1ccc(OC)c(NC(=O)CSc2nnnn2C)c1	-3	1	-7	·	·	7	0.0	0
COC(=O)c1cc2c(ccc3ccccc32)oc1=O	-6	1	-73	-4	-13	-1	0.0	·
O=C(CCC(=O)N(CC(=O)NC1CCCC1)Cc1ccccc1Cl)Nc1nccs1	-6	-1	-8	-2	19	·	0.0	0
COc1ccc(CCN2CCCn3c2nc2c3c(=O)[nH]c(=O)n2C)cc1OC	-19	0	-1	3	-13	5	0.0	2
CN(CCNC(=O)C1CCN(S(=O)(=O)N2CCOCC2)CC1)CCc1ccccc1	0	·	·	-1	-1	-4	·	·
C/C=C/c1ccc2c(c1)O[C@H](CN(C)S(=O)(=O)c1ccc(F)cc1)[C@H](C)CN([C@@H](C)CO)S2(=O)=O	-16	16	-6	-1	6	-6	-0.4	0
CC1CCCN(C(=O)CN(C)S(=O)(=O)c2cccc3nsnc23)C1 (centres undefined)	-8	21	0	1	2	6	0.0	-1
CC(=O)c1ccc(NC(=S)N2CCN(c3ccccn3)CC2)cc1	-4	1	-2	-6	-12	·	0.0	-3
CN(CC1COc2ccccc2O1)C(=S)Nc1ccccc1 (centres undefined)	-15	0	-2	16	·	-23	·	5
S=C(NCc1ccco1)N/N=C/c1cccnc1	6	6	8	·	·	·	0.3	·
CCN(CC(=O)NC1CCS(=O)(=O)C1)S(=O)(=O)c1ccc(Cl)c(C(F)(F)F)c1 (centres undefined)	5	-8	0	5	4	7	0.0	0
CNC[C@@H]1Oc2ccc(NS(=O)(=O)c3cn(C)cn3)cc2CC(=O)N([C@@H](C)CO)C[C@H]1C	28	16	0	-3	20	2	0.0	2
Next part
SMILES	LGR2 antag	S100A4 MyoIIA	SIRT5 inh	Cneo AK release	Statin myotox sup	PGC1a acetyl inh	Xi reactivation	ERAP1 inh
COC(=O)c1ccc(CN2CCN(CCC(C)C)C(CCO)C2)cc1 (centres undefined)	12	1	-6	·	·	·	0.0	0
COc1cccc(-c2cn(CC[C@@H]3CC[C@H](NC(C)=O)[C@H](CO)O3)nn2)c1	1	2	-3	0	-7	-12	-0.1	0
CCn1c(C)c(C)c2cc(C(=O)NCCc3ccco3)ccc21	-11	-24	-4	2	-16	·	0.0	-1
Fc1ccccc1/C=N/n1c(-c2cccnc2)n[nH]c1=S	-4	0	1	·	-6	-7	0.4	1
C=CC#CC1(O)CC(C)[N+](C)(C)CC1C (centres undefined)	38	2	·	·	·	·	-0.1	106*
CSC[C@H](NC(=O)COc1cc2c(c3oc(=O)cc(C)c13)CCC(C)(C)O2)C(=O)O	-7	-14	-52	-1	-3	16	0.0	1
COc1cccc(NC(=O)c2nnn(Cc3ccc(Br)cc3F)c2N)c1	-20	-1	·	-1	3	-12	0.3	·
O=C(C[C@@H]1C[C@H]2c3cc(NS(=O)(=O)c4ccc(F)cc4)ccc3O[C@H]2[C@@H](CO)O1)NCc1ccc(Oc2ccccc2)cc1	·	-4	0	-3	-29	-7	0.3	2
COc1ccc(NC(=O)c2cc(C3CCCCN3S(=O)(=O)c3cccs3)on2)c(C)c1 (centres undefined)	3	-3	-2	4	4	12	0.1	-4
Cc1ccc(Cc2c(-c3ccc(C#N)cc3)nc3c4ccccc4ccn23)cc1	-3	-2	-1	-1	34	8	0.0	-12
Cc1ccc(C)c(CN2C(=O)COc3ccc(C(=O)c4ccccc4C(=O)O)cc32)c1	-4	-2	0	·	-1	-11	0.1	7
CCOc1cc(/C=N/n2nnnc2N)ccc1OCc1c(C)no[n+]1[O-]	6	·	·	-5	·	-6	-0.2	·
CCC(=O)N1CCc2cc(Br)cc(S(=O)(=O)NCCCN(C)Cc3ccccc3)c21	-9	0	-8	-4	-20	·	0.3	-1
COc1ccc(C(=O)NCc2nnc(SCC(=O)Nc3ccccc3F)o2)cc1	-7	-3	-4	-2	1	·	0.0	1
O=C(C[C@@H]1C[C@H]2c3cc(NC(=O)c4ccc5c(c4)OCO5)ccc3O[C@H]2[C@H](CO)O1)NCc1ccc(Oc2ccccc2)cc1	22	2	22*	-5	11	-4	0.0	1
COc1ccc(N2CCN(C(=O)c3ccc(CNS(=O)(=O)c4cc(C)ccc4C)cc3)CC2)cc1	11	-2	0	0	-38	·	-0.1	-1
O=C1CN(C(=O)c2cccc(Br)c2)c2ccccc2N1	9	-7	-2	1	-2	·	0.0	-3
O=C(CCOc1ccccc1)Nc1ccnn1C1CCN(Cc2ccc(F)cc2)CC1	1	2	-4	-2	-1	2	0.2	0
COCc1c(C(=O)Nc2nc(C)cs2)oc2ccccc12	-20	0	2	·	·	1	0.0	-3

This is a subset, so the mix of outcomes need not match the whole.
